High-throughput results from PubChem.
esBAF inh = Bmi1 luciferase reporter increase in mESCs, primary screen, esBAF inhibitor project, mouse ES cells, Bmi1 luciferase knock-in, single point; 24 h; 100% = twice the neutral-well signal; reporter increase, % at 12.5 µM; 350,000 tested, 2% active; in the data active = activation above about 40%;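 note: 0% = median of the plate's neutral control wells and 100% = double that signal; a rise in the Bmi1 reporter signal indicates esBAF inhibition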
RAD54 branch = inhibitors of human RAD54 branch migration, primary screen, biochemical, fluorescence, single point; 360,000 tested, 0.14% active; DNA repair and recombination protein RAD54-like (Homo sapiens), Q92698; inhibition, % at 10.4 µM; RAD54 Holliday junction branch migration, FAM/BHQ fluorescence;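 active = mean normalized replicate activity at least 40 and at least half of replicates scoring 40 or more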;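 note: 0% = median of neutral control wells and 100% = median of positive control wells; inhibitors cause a drop in the FAM fluorescence signal; in these data hits start at about 50%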
Target sequence (Q92698 whole entry, looked up): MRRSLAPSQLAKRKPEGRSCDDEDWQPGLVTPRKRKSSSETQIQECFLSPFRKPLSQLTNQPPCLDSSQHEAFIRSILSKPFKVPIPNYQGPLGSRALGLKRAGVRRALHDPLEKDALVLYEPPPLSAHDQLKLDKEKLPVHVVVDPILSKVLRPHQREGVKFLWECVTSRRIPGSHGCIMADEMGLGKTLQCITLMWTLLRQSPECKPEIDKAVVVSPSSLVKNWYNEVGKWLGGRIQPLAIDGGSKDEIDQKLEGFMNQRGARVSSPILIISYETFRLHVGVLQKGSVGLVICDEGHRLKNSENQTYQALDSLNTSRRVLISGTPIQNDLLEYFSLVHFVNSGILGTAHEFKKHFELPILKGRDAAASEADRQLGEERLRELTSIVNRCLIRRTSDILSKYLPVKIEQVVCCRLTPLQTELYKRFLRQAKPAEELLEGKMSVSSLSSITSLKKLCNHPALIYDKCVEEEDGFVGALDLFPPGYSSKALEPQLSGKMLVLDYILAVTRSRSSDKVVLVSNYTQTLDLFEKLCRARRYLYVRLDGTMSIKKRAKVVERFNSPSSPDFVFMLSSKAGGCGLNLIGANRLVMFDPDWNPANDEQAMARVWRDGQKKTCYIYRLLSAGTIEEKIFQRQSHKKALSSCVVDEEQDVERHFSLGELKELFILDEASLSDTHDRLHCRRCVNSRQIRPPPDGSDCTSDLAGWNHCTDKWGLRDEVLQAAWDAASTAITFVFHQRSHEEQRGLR
ARNT-TACC3 inh = disruptors of ARNT/TACC3 protein interaction, primary screen, biochemical, AlphaScreen, single concentration; 390,000 tested, 0.66% active; inhibition, % at 9.99 µM; AlphaScreen His-ARNT PAS-B/GST-TACC3 binding, luminescence; TACC3 fragment carries E629A point mutation;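 active = mean inhibition of replicates at least 50% and at least half of replicates each reaching 50%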;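 note: 0% = complete ARNT plus TACC3 wells and 100% = ARNT alone without TACC3; many hits fall short of the cut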
The depositor's hits bear a star. An excerpt. The share of hits here may be higher or lower than overall.

A first look:
SMILES	esBAF inh	RAD54 branch	ARNT-TACC3 inh
COc1ccccc1OCC(=O)Nc1sc2c(c1C(=O)NCC1CCCO1)CCC2 (stereo unspecified)	-2.4	-0.2	10.3
CCCNC(=O)Cn1cnc2sc(C(=O)NCCN(CC)CC)c(C)c2c1=O	1.8	-6.9	1.4
CCCCCCOC(=O)C[N+](C)(C)CCOC1CC2CCC1(C)C2(C)C (stereo unspecified)	4.8	-4.9	-1.2
CC1CCCCC1NC(=O)C1CCN(S(=O)(=O)c2cccc3nsnc23)CC1 (stereo unspecified)	3.6	1.0	-15.0
CC(C)CNC(=O)CCc1c[nH]c2ccccc12	4.4	4.3	-7.3

The listing, repeating the preview:
SMILES	esBAF inh	RAD54 branch	ARNT-TACC3 inh
COc1ccccc1OCC(=O)Nc1sc2c(c1C(=O)NCC1CCCO1)CCC2 (stereo unspecified)	-2.4	-0.2	10.3
CCCNC(=O)Cn1cnc2sc(C(=O)NCCN(CC)CC)c(C)c2c1=O	1.8	-6.9	1.4
CCCCCCOC(=O)C[N+](C)(C)CCOC1CC2CCC1(C)C2(C)C (stereo unspecified)	4.8	-4.9	-1.2
CC1CCCCC1NC(=O)C1CCN(S(=O)(=O)c2cccc3nsnc23)CC1 (stereo unspecified)	3.6	1.0	-15.0
CC(C)CNC(=O)CCc1c[nH]c2ccccc12	4.4	4.3	-7.3
COc1cc2c(cc1OC)CN(C(=O)NS(=O)(=O)c1ccc(C)cc1)CC2	-4.4	-19.9	-3.9
NC(=O)c1ccccc1OCC(=O)NS(=O)(=O)c1ccc(Cl)cc1	-1.2	-10.4	-20.4
O=C(c1ccccc1)C1CN(c2ccccc2)CC1c1ccc(Cl)cc1 (stereo unspecified)	-9.6	8.1	8.5
Cc1ccccc1NC(=O)CSc1nnc(-c2ccoc2C)n1CCc1ccccc1	2.9	-2.2	4.3
COc1ccc(CCNS(=O)(=O)c2ccc3c(c2)CCN3C(=O)C2CC2)cc1OC	0.3	-15.3	6.4
O=[N+]([O-])c1ccc(N2CCN(Cc3ccccc3)CC2)c(S(=O)(=O)N2CCOCC2)c1	5.5	-3.3	0.6
O=C1CC(N2CCC(O)CC2)C(=O)N1c1ccc(Br)cc1 (stereo unspecified)	-6.4	-7.5	0.8
Oc1ccc(Cl)cc1/C=N/c1nc2ccccc2[nH]1	17.7	-1.6	10.8
O=C(NCC1CCCO1)c1cc2n(n1)C(C(F)(F)F)CC(c1ccc(F)cc1)N2 (stereo unspecified)	-5.5	-2.4	4.9
Cn1c(=N)c(S(=O)(=O)c2ccc(F)cc2)cc2c(=O)n3ccccc3nc21	5.0	-4.4	11.8
O=C(c1cnn2c(C(F)(F)F)cc(-c3ccc4c(c3)OCO4)nc12)N1CCCCC1	-4.6	-12.0	-4.8
O=C(NCc1ccco1)c1ccc(CS(=O)(=O)Cc2ccc(F)cc2)o1	-2.6	-2.0	-1.0
CCCCOC(=O)CSc1nc2c(c(=O)[nH]c(=O)n2C)n1C/C=C(\C)Cl	-7.7	-16.3	-19.5
CCCC(C(=O)Nc1nccs1)c1ccccc1 (stereo unspecified)	-10.9	-1.7	2.2
O=C(c1oc(=O)c2ccccc2c1-c1ccccc1)N1CCOCC1	-1.3	1.8	-5.3

Record cards, from the list above. Values in the order: esBAF inh	RAD54 branch	ARNT-TACC3 inh
Profile of `Cn1c(=N)c(S(=O)(=O)c2ccc(F)cc2)cc2c(=O)n3ccccc3nc21` = 5.0	-4.4	11.8
Profile of `CC(C)CNC(=O)CCc1c[nH]c2ccccc12` = 4.4	4.3	-7.3
Profile of `CC1CCCCC1NC(=O)C1CCN(S(=O)(=O)c2cccc3nsnc23)CC1` (stereo unspecified) = 3.6	1.0	-15.0
Profile of `CCCC(C(=O)Nc1nccs1)c1ccccc1` (stereo unspecified) = -10.9	-1.7	2.2
Profile of `O=C1CC(N2CCC(O)CC2)C(=O)N1c1ccc(Br)cc1` (stereo unspecified) = -6.4	-7.5	0.8

Following part.
SMILES	esBAF inh	RAD54 branch	ARNT-TACC3 inh
CCCC(=O)N1CCN(c2ccc(NC(=O)c3sc4ccccc4c3Cl)cc2)CC1	15.3	8.1	-41.4
N=c1n(Cc2ccccc2)c2ccccc2n1CC(O)c1ccccc1 (stereo unspecified)	-5.1	6.6	-2.1
Cc1cc(C)n(C(=O)c2nn(C)c(C)c2[N+](=O)[O-])n1	-8.5	-0.1	-6.9
O=C(Cn1ccc2ccccc2c1=O)NCCC(=O)N1CCN(C2CCCCC2)CC1	9.1	-1.9	3.3
CC1(C)c2ccccc2N2CC(=O)N(CC(N)=O)C21C (stereo unspecified)	-9.1	-39.2	-1.1
COc1ccc(C(=O)NCc2nnc(SCC(=O)N3CCCCC3)o2)cc1OC	-4.4	-4.2	2.8
O=C(Nc1ccccc1)C1CCN(C(=O)c2ccccc2)CC1	-1.7	-13.9	-3.3
Cc1nnc(SCCCn2c(N3CCCCC3)nc3c2c(=O)[nH]c(=O)n3C)s1	-1.9	3.7	-2.7
COC(=O)c1ccccc1NC(=O)Nc1ccc2c(c1)OCO2	26.9	12.2	-8.1
O=C(NCCCCNC(=O)C1CCCC1)C1CCCC1	-2.5	-15.5	-6.7
FC(F)(F)c1nc2ccccc2nc1N/N=C/c1ccc(Cl)cc1	12.5	-0.4	8.7
COc1cccc(CSc2nc3ccccc3cc2C=O)c1	-2.7	-1.4	1.5
C=CCSC1=C(C#N)C(c2ccccc2C)CC(=O)N1 (stereo unspecified)	0.3	-3.0	-3.5
CN(C)C(CNc1nnnn1-c1ccccc1)c1ccco1 (stereo unspecified)	6.4	7.9	-2.6
COC(=O)CCN(C)CCC(=O)OC	-6.5	-11.4	-6.7
Cc1csc(NC(=O)C2CCCN2C(=O)Oc2ccccc2)n1 (stereo unspecified)	-8.0	-0.7	-8.2
Cc1nn2cnc3sc4c(c3c2nc1=O)CCCC4	-3.1	4.3	-0.5
O=C(COc1ccccc1)Nc1nc(-c2cccs2)cs1	19.5	-8.3	2.1
CCCCn1ccnc1C(=O)c1cccc(S(=O)(=O)N2CC(C)CC(C)C2)c1 (stereo unspecified)	-2.5	0.9	9.5
CCc1c(-c2ccccc2)nc(N)c(C#N)c1-c1cccs1	-2.1	1.3	1.5

As a working copy, some entries already given.
SMILES	esBAF inh	RAD54 branch	ARNT-TACC3 inh
CCCCn1ccnc1C(=O)c1cccc(S(=O)(=O)N2CC(C)CC(C)C2)c1 (stereo unspecified)	-2.5	0.9	9.5
CCc1c(-c2ccccc2)nc(N)c(C#N)c1-c1cccs1	-2.1	1.3	1.5

2 records picked at random from those above, as already listed:
SMILES	esBAF inh	RAD54 branch	ARNT-TACC3 inh
O=C(Nc1ccccc1)C1CCN(C(=O)c2ccccc2)CC1	-1.7	-13.9	-3.3
O=C(NCCCCNC(=O)C1CCCC1)C1CCCC1	-2.5	-15.5	-6.7

(further entries)
SMILES	esBAF inh	RAD54 branch	ARNT-TACC3 inh
COc1ccc(NC(=O)NC(C(F)(F)F)C(F)(F)F)cc1	0.2	-4.3	-2.4
OC(COc1ccc2ccccc2c1)Cn1cncn1 (stereo unspecified)	9.9	-2.4	-0.8
Cc1ccc(C(=O)N/N=C/c2sc(=O)n(Cc3cccc(C(=O)O)c3)c2Cl)cc1	-1.0	-5.2	-13.3
COc1ccc(C(CNC(=O)COc2ccccc2C#N)N2CCOCC2)cc1 (stereo unspecified)	-2.2	-0.8	0.9
Cn1c(Cc2ccccc2)nnc1SCC(=O)N1CCN(c2ccccc2)CC1	4.4	-8.5	-4.5
CC1CCCCC1NS(=O)(=O)c1ccc(-n2cnnn2)cc1 (stereo unspecified)	1.9	8.7	-4.3
CCOC(=O)[C@@H]1[C@H]2COc3ccccc3[C@@H]2N2C(=O)N(c3ccc(C)cc3)C(=O)[C@]12C	-1.6	-12.2	-1.4
Cc1ccc(C)c2[nH]c(=O)c(C(c3nnnn3C3CCCC3)N3CCOCC3)cc12 (stereo unspecified)	1.0	2.1	-1.5
Cc1ccc(-n2c(SCC(=O)NCc3ccco3)nnc2-c2cccnc2)cc1	0.3	8.9	13.8
CCCNC(=O)Cn1cccc1C(=O)c1ccccc1	-3.7	6.5	26.4
CCOc1ccc2nc(NC(=O)C3CCCN(S(=O)(=O)c4cccs4)C3)sc2c1 (stereo unspecified)	12.6	3.3	-1.4
Cn1c(C(=O)NCC2CCCO2)cc2c(=O)[nH]c3ccccc3c21 (stereo unspecified)	8.1	-23.8	-2.2
COc1ccc(C2(C(=O)NCCCN3CCOCC3)CCOCC2)cc1	-3.3	-1.4	-3.1
[O-]/[N+](=C/c1cccnc1)c1ccc(Br)cc1	12.3	5.0	-1.5
COc1cccc(NC(=O)Cn2cnc3sc(C)c(S(=O)(=O)N4CCN(C)CC4)c3c2=O)c1	-6.2	7.5	-6.0
O=C(NC1CC1)c1cc(F)c(F)cc1Cl	4.4	-3.1	-0.6
CCCSC1=N/C(=C\c2ccsc2)C(=O)S1	5.4	-13.4	6.8
CC(=O)Nc1ccccc1C(=O)N1CCc2ccccc21	0.4	9.1	19.7
CCn1c(SC/C=C/c2ccccc2)nnc1-c1cccs1	-2.9	6.0	1.2
O=C(c1ccc(Cl)cc1Cl)c1ncc(C(F)(F)F)cc1Cl	-7.5	1.3	-8.0
COc1cc(C2C3C(=O)N(c4ccc(F)cc4)C(=O)C3ON2c2ccccc2)ccc1O (stereo unspecified)	3.9	-1.4	-8.8
COc1ccc2c(c1OC)C(=O)OC2CC(=O)c1ccc(O)c(O)c1 (stereo unspecified)	-10.4	-7.2	7.2
Cc1ccc(-c2nc(=S)c3c(n2CC2CCCO2)CC(C)(C)OC3)cc1 (stereo unspecified)	0.0	3.5	-6.2
O=C(Nc1ccc2oc(-c3ccccc3)nc2c1)c1cccs1	77.6*	2.1	-1.3
CCOc1cc(/C=N/NC(=O)CN2CCOCC2)ccc1OCc1ccc(Cl)cc1	1.7	-6.1	0.2
COC(=O)C(Cc1ccc(OC(=O)c2ccc(Cl)cc2)cc1)N1Cc2ccccc2C1=O (stereo unspecified)	72.3*	10.9	4.0
COc1ccc(CNC(=O)C2CCN(S(=O)(=O)c3c(C)n[nH]c3C)CC2)cc1	-6.3	-10.4	-2.4
O=C(c1ccccc1)c1coc2ccc(O)c(CN3CCOCC3)c12	16.9	4.5	-4.9
NC(=O)c1ccc(C2SCC(=O)N2Cc2ccccc2)cc1 (stereo unspecified)	2.9	1.7	-3.4
Cc1cc2c(cc1C)CSC(c1ccccc1OC(=O)C(C)C)SC2	8.2	-12.7	-1.5
CC1CCc2c(sc(NC(=O)CSc3ncnc4c3cnn4-c3ccccc3Cl)c2C#N)C1 (stereo unspecified)	-0.4	-9.1	-5.4
CCC(C)(C)NC(=O)C(c1cccn1C)N(Cc1ccc(OC)cc1)C(=O)Cn1nnc2ccccc21 (stereo unspecified)	10.1	2.9	-1.9
COCCN1C(=O)C(CC(=O)Nc2ccccc2)SC1=Nc1ccc(OC)cc1 (stereo unspecified)	8.9	10.7	-6.0
CC(C)CC(=O)NC(NCC1CCCO1)C(Cl)(Cl)Cl (stereo unspecified)	-1.8	-2.6	-0.2
COc1ccc(C(=O)Nc2nc(-c3cccs3)cs2)cc1	84.3*	3.1	0.3
O=S(=O)(Nc1ccc2c(c1)nc1n2CCN(Cc2ccccc2)C1)c1ccc(F)cc1	-1.7	-1.0	13.3
Cc1ccc(Nc2nc(Oc3ccc(OCc4ccccc4)nn3)nc(N3CCOCC3)n2)cc1	0.7	-2.1	0.3
CCn1c(CNc2ccc(Cl)cc2)nnc1SCc1ccc(Cl)cc1	-7.8	2.8	-6.5
COc1cccc(NC(=O)Cn2cnc3sc(C)c(S(=O)(=O)N4CCCCC4)c3c2=O)c1	9.1	-1.6	0.9
C=CCN(CC=C)c1nc2ccccc2nc1C(C#N)C(=O)OCCOC (stereo unspecified)	-0.7	3.0	7.3
Clc1ccc(CSc2nnc([C@@H]3CCCN3)o2)cc1Cl	-4.4	3.3	-14.3
COC(=O)c1ccsc1NC(=O)CN1CCN(c2ccc(F)cc2)CC1	-10.9	-11.6	2.9
COC(=O)c1ccccc1N(C)C(=O)C12CCC(C)(C(=O)O1)C2(C)C (stereo unspecified)	3.8	8.0	5.0
CC1CCN(C(=S)NC2CCCCC2)CC1	10.1	1.9	-5.0
